Screening results (PubChem)
All columns: NCI-60 one-dose screen, growth in % after 48 h at 10 µM unless noted; 100 = growth as untreated, 0 = no growth, -100 = all killed.
OVCAR-5: OVCAR-5 ovarian cancer; actives 2.9% (n = 82,000)
OVCAR-3: OVCAR-3 ovarian cancer; AID 1794787; actives 7% (n = 79,000)
ACHN: ACHN renal cancer | AID 1794771 | actives 4.9% (n = 81,000)
OVCAR-8: OVCAR-8 ovarian cancer | actives 4.4% (n = 81,000) | AID 1794782
OVCAR-4: OVCAR-4 ovarian cancer cells; actives 3.7% (n = 80,000); AID 1794784
RXF 393: RXF 393 renal cancer cells; AID 1794773; actives 6.9% (n = 77,000)
A498: A498 renal cancer cells | actives 5.4% (n = 76,000) | AID 1794774
CAKI-1: CAKI-1 renal cancer; actives 4.7% (n = 75,000)
* hit, by the source's call; nt = no result given; & = joins results of further samples. Rule for the calls: active = growth percent below 10; inactive = the rest.

Every second line gives: OVCAR-5	OVCAR-3	ACHN	OVCAR-8	OVCAR-4	RXF 393	A498	CAKI-1
Cc1cc(NC(=O)Nc2cccc3ccccc23)no1
 : 99	113	98	105	103	100	126	104
Nc1nc(N)nc(Nc2ccccc2)n1
 : 99	104	98	110	123	107	nt	nt
O=c1[nH]c2ccccc2c(=O)n1CCCN1CCN(c2cccc(Cl)c2)CC1
 : 106	106	111	103	89	105	108	103
N=Nc1c(O)[nH]c2ccccc12
 : 108	107	105	94	106	109	108	97
O=C(O)c1ccc(NC(C(=O)c2ccccc2)c2ccccc2)cc1 (stereo not drawn)
 : 116	104	101	96	101	127	86	nt
Cn1[nH]cc(/C=N/C(N)=O)c1=O
 : 102	nt	109	105	106	nt	104	109
N=S(=O)(c1ccccc1)c1ccc([N+](=O)[O-])c(OC(=O)c2ccc(Cl)cc2)c1 (stereo not drawn)
 : 113	92	49	84	84	58	60	51
CC(=O)OC(Cc1ccccc1)(c1ccccc1)C(C)CN1CCN(C)CC1 (stereo not drawn)
 : 83	99	94	101	99	97	88	85
CN1CCc2c(c3cccc4c3n2CCc2ccccc2-4)C1
 : 85	nt	93	86	91	nt	64	86
C=C(CBr)[C@@H]1CC[C@]2(C)[C@H](CC[C@@H]3[C@@H]4[C@H]5OC(=O)[C@@]4(CCC5(C)C)CC[C@]32C)[C@@]1(C)CCC#N
 : 108	104	104	92	91	94	102	81
C=CCN1C(=O)c2cccc3c(Nc4ccc(Br)cn4)ccc(c23)C1=O
 : 97	97	87	97	85	102	104	66
CCSc1nc2ccccc2c(=O)n1CCc1ccc(S(N)(=O)=O)cc1
 : 95	100	93	88	93	87	88	91
CCSc1oc(-c2ccccc2)nc1S(=O)(=O)c1ccc(F)cc1
 : 112	105	94	98	86	96	67	78
Nc1ccc(S(=O)(=O)NN=C2CCCC2)cc1
 : 107	106	110	109	99	101	93	96
O=C(N/N=C/c1ccncc1)c1ccc(C(F)(F)F)nc1Nc1cccc(C(F)(F)F)c1
 : 25	1.0*	17	-4.9*	-0.7*	-8.6*	35	6.0*
C[C@H]1C(=O)N2c3ccccc3[C@@]3(O)C[C@@H](n4cnc5ccccc5c4=O)C(=O)N1[C@@H]23
 : 110	115	104	92	109	nt	121	99
C=CC(=O)N1CCN(c2cccc(Oc3nccc(Nc4nnc(-c5ccc(OC)cc5)s4)n3)c2)CC1
 : 100	75	79	88	98	87	113	46
COc1cc(/C=C2/Oc3cc4occc4c(OC)c3C2=O)ccc1OCC(=O)Nc1ccccc1
 : 109	93	nt	94	111	83	68	nt
c1ccc(CCCCc2ccc3ccccc3n2)cc1
 : 98	nt	103	101	111	nt	94	99
O=C(Nc1ccc([N+](=O)[O-])cc1)OC1CCS(=O)(=O)C1 (stereo not drawn)
 : 98	104	97	93	103	102	83	94
CSCC[C@H](NC(=O)CSc1nnc(-c2ccc(NC(=O)c3cccnc3)cc2)o1)C(=O)O
 : 107	111	101	100	118	122	112	98
Oc1ccc(Cc2ccc(O)c(C3CC(c4ccc5c(c4)OCO5)=NN3)c2)cc1C1CC(c2ccc3c(c2)OCO3)=NN1 (stereo not drawn)
 : 116	87	85	57	98	80	111	nt
CC(=O)/C=C/c1ccc(N(C)C)cc1
 : 113	103	116	107	105	127	96	97
COc1cc(C2(C)SCCCS2)cc(OC)c1OC
 : 102	108	100	115	104	105	108	99
Nc1c[nH]c2ccccc12
 : 117	74	89	97	70	93	nt	82
O=Cc1ccc(O)c(O)c1
 : 96	96	114	96	97	88	88	112
CN(C)c1ccc(C2C(C/C(N)=N\O)=C(N)Oc3ccc4ccccc4c32)cc1 (stereo not drawn)
 : 89	92	86	95	85	89	97	63
O=C1C=COC2(C1)C(=O)Nc1ccccc12 (stereo not drawn)
 : 115	114	95	102	106	112	121	92
O=C(O)Cc1nnc(CCC(=O)c2nc3ccccc3[nH]2)o1
 : 100	116	102	102	105	122	86	91
COc1cc(-c2c(C#N)nnn2-c2cccc(Cl)c2)cc(OC)c1OC
 : 92	107	97	97	83	85	101	80
CC(=O)COc1ccccc1
 : 106	105	106	108	104	109	65	96
CCCCCC(=O)OC/C=C/c1ccccc1
 : 98	98	104	105	nt	111	103	95
O=C(Nc1nc2ccc(F)cc2s1)c1cc(-c2ccc(F)cc2)n2nc(-c3ccccc3)cc2n1
 : 107	83	107	39	18	104	124	86
Cn1c(=O)c2c(ncn2CCC(=O)Nc2ccc(S(N)(=O)=O)cc2)n(C)c1=O
 : 102	116	103	104	115	121	112	96
Fc1cccc(COc2ccc(Nc3ncnc4onc(-c5ccccc5)c34)cc2)c1
 : 9.9*	0.5*	37	29	43	-27*	-22*	37
O=c1c2cc(F)ccc2nc2n1CCO2
 : 102	103	104	95	112	103	35	97
COc1cc2ccccc2oc1=O
 : 102	107	106	94	113	99	102	103
Clc1ccc(Nc2nc(C3CC3)cs2)cc1
 : 98	101	106	98	91	nt	89	87
O=C(C[n+]1ccccc1Cl)c1ccc2c(c1)CCCC2
 : 102	94	105	102	84	96	91	nt
CCCCCCCCCCCCCCCc1ccc(N)c(OC2OC(COC(C)=O)C(OC(C)=O)C(OC(C)=O)C2OC(C)=O)c1 (stereo not drawn)
 : 93	106	98	96	113	100	91	98
COc1cccc(-c2nc3occn3c2-c2ccnc(NCCCNS(=O)(=O)c3ccc(Br)cc3)n2)c1
 : 125	74	72	53	45	88	nt	69
COc1cc2c(cc1OC)C1(NCC2)C(=O)NC2C=CC(Cl)=CC21 (stereo not drawn)
 : 105	99	96	95	95	102	79	78
COc1ccc2c(ccc3c(C(=O)/C=C/c4ccc(N(C)C)cc4OC)cc(C(=O)c4ccc(Br)cc4)n32)c1
 : 105	119	105	101	110	113	124	96
N#Cc1ccc(OC(=O)Nc2ccccc2C(F)(F)F)cc1
 : 104	107	109	108	102	114	112	92
S=C(c1cccs1)N1CCN(c2cccc(Cl)c2)CC1
 : 97	106	100	104	101	100	97	92
CSc1nnc(C2=CC(=O)c3ccccc3C2=O)n1-c1ccccc1
 : 113	92	75	95	99	nt	99	89
O=C(Nc1ccccc1)Nc1ncnc2c1ncn2-c1ccc(F)cc1
 : 90	104	93	101	72	103	88	97
Oc1ccccc1CNCc1ccccc1
 : 96	107	100	99	110	113	86	nt
OCC1OC(OC2C(CO)OC(Sc3ccccc3)C(O)C2O)C(O)C(O)C1O (stereo not drawn)
 : 102	110	109	104	117	114	75	106
Cc1ccc(S(=O)(=O)C/C(=N\NC(=O)c2ccc(S(N)(=O)=O)cc2)c2cc3ccccc3o2)cc1
 : 95	104	97	97	nt	99	nt	84

3 structures already listed, sorted by molecular weight, smallest number first.
Every second line gives: OVCAR-5	OVCAR-3	ACHN	OVCAR-8	OVCAR-4	RXF 393	A498	CAKI-1
Oc1ccccc1CNCc1ccccc1
 : 96	107	100	99	110	113	86	nt
OCC1OC(OC2C(CO)OC(Sc3ccccc3)C(O)C2O)C(O)C(O)C1O (stereo not drawn)
 : 102	110	109	104	117	114	75	106
COc1ccc2c(ccc3c(C(=O)/C=C/c4ccc(N(C)C)cc4OC)cc(C(=O)c4ccc(Br)cc4)n32)c1
 : 105	119	105	101	110	113	124	96

(next part)
Every second line gives: OVCAR-5	OVCAR-3	ACHN	OVCAR-8	OVCAR-4	RXF 393	A498	CAKI-1
COc1ccc2c(c1)c(-c1nc(-c3c[nH]c4c(Cl)nccc34)cs1)cn2C(=O)OC(C)(C)C
 : 111	73	49	45	83	49	58	93
CCN(CC)c1ccc2nc3ccc(N=Nc4ccc(N(C)C)cc4)cc3[n+](-c3ccccc3)c2c1
 : -58*	-31*	-79*	5.1*	-100*	-88*	-25*	-28*
CC(=O)[C@@H]1CC[C@]2(C#N)CC[C@]3(C)[C@H](CC[C@@H]4[C@@]5(C)CCC(=O)NC(C)(C)[C@@H]5CC[C@]43C)[C@@H]12
 : 99	98	100	97	88	100	89	70
Cc1ccc(CNS(=O)(=O)/N=C2\NC(=O)NC2=C(Cl)Cl)cc1
 : 97	88	73	91	99	97	57	95
CSc1[nH]n(C2=Nc3ccccc3Sc3ccccc32)c(=O)c1C#N
 : 103	105	97	106	100	102	105	98
Nc1[nH]c(=O)[nH]c(=O)c1N=O
 : 100&123&97	107&102&109	103&114&102	108&102&113	119&108&121	106&123&122	104&102&87	97&107&95
C[N+]1(C)CCC(c2ccccc2)(c2ccccc2)C(=O)C1Cc1ccccc1 (stereo not drawn)
 : 87	97	101	118	89	113	94	90
COc1ccccc1-n1c(SCc2cc(OC)c(OC)c(OC)c2)nc2ccc(Cl)cc2c1=O
 : 53	0.5*	44	55	63	61	5.0*	43
Cn1cc(-c2cc3ncnc(Nc4ccc(CC(=O)Nc5ccc6c(c5)OCCO6)cc4)c3s2)cn1
 : 90	70	51	69	64	58	48	51
NS(=O)(=O)c1ccc(NC(=O)CN(C(=O)C(F)(F)F)C2CCCC2)cc1
 : 93	104	103	102	103	100	93	98
Brc1ccc2c(ccc3c2nnc2ncnn23)c1
 : 79	95	92	95	86	nt	84	60
CC(=O)c1ccc(NS(=O)(=O)c2ccc([N+](=O)[O-])cc2)cc1
 : 98	108	94	106	112	104	91	97
COc1ccc(OC)c(-c2nc3ccc(C(=O)NN4C(=O)c5ccccc5C4=O)cc3[nH]2)c1
 : 100	111	100	100	100	106	113	88
NC(=O)SCC(=O)Nc1cccc(NC(=O)CSC(N)=O)c1
 : 93	101	99	98	93	110	100	88
COC(=O)/C=C1/S/C(=N\N=C\c2ccc(OS(=O)(=O)C(F)(F)C(F)(F)C(F)(F)C(F)(F)C(F)(F)C(F)(F)C(F)(F)C(F)(F)F)cc2)N(c2ccccc2)C1=O
 : 100	119	88	93	103	60	87	80
N#C/C(=C\c1c[nH]c2ccccc12)S(=O)(=O)c1ccccc1
 : 87	99	105	98	99	nt	93	92
COc1ccc(-n2c(-c3ccc(C)cc3)cnc2SCC(=O)Nc2ccc(-c3nc4ccccc4s3)cc2)cc1
 : 113	117	112	107	119	117	114	104
COc1cc(/C=C/C(=O)c2ccc(NC(=O)COc3cccc4cccnc34)cc2)cc(OC)c1OC
 : 128	48	80	80	84	87	nt	85
COc1ccc(C(=O)/C=C/c2cn(-c3ccc(F)cc3)nc2-c2ccc(S(C)(=O)=O)cc2)cc1
 : 91	56	81	85	90	115	106	95
O=C(OCC1OC(n2cnc3c(=S)nc[nH]c32)C(OC(=O)c2ccccc2)C1OC(=O)c1ccccc1)c1ccccc1 (stereo not drawn)
 : 89	89	52	62	81	117	76	90

A second format for two compounds above.
> O=c1c2cc(F)ccc2nc2n1CCO2
  OVCAR-5 = 102
  OVCAR-3 = 103
  ACHN = 104
  OVCAR-8 = 95
  OVCAR-4 = 112
  RXF 393 = 103
  A498 = 35
  CAKI-1 = 97
> COc1cc2ccccc2oc1=O
  OVCAR-5 = 102
  OVCAR-3 = 107
  ACHN = 106
  OVCAR-8 = 94
  OVCAR-4 = 113
  RXF 393 = 99
  A498 = 102
  CAKI-1 = 103

(further entries)
Every second line gives: OVCAR-5	OVCAR-3	ACHN	OVCAR-8	OVCAR-4	RXF 393	A498	CAKI-1
O=C1NC(=O)C(c2ccccc2)(c2ccccc2)N1CN1C=CN(c2cc3ccccc3oc2=O)N1
 : 119	85	93	nt	87	100	88	98
O=C(Oc1cccc2ccccc12)Oc1cccc2ccccc12
 : 103	79	98	107	113	115	107	87
C(=N\OCc1ccccc1)/c1ccccn1
 : 111	108	110	101	115	103	90	101
O=c1c(/C=c2\sc3nc4ccccc4n3c2=O)coc2ccccc12
 : 97	106	100	98	107	104	102	96
Cc1nc2ccc(OCc3cn(Cc4ccccc4)nn3)cc2c(=O)n1CC(=O)NO
 : 108	102	115	98	114	121	nt	nt
CC(C)CC(NC(=O)C(O)C(N)Cc1ccccc1)C(=O)O (stereo not drawn)
 : 86	97	97	nt	129	106	114	89
CC(=O)OC[C@H]1O[C@@H](OC(C)=O)[C@H](N2C(C(C)=O)=NN(c3ccc(Br)cc3)C2c2ccc(Cl)cc2)[C@@H](OC(C)=O)[C@@H]1OC(C)=O (stereo partly drawn)
 : 65	44	50	65	54	nt	132	52
O=C1N=C2[C@@H]3CCCN3C(=O)c3ccccc3N2C(=O)C1c1ccccc1 (stereo partly drawn)
 : 105	104	102	101	116	112	120	nt
O=C(Nc1ccccc1)Nc1ccc(OCc2ccc(F)cc2)cc1
 : 106	104	102	98	91	93	95	86
Oc1cccc(C(F)(F)F)c1
 : 116	118	104	107	nt	114	103	101
COc1ccc(NC(=O)c2sc3nc4c(cc3c2N)CN(Cc2ccccc2)CC4)cc1
 : 107	87	111	100	97	82	113	nt
CCc1ccccc1-n1c(=O)c(C#N)c(-c2ccc(O)cc2)c2c(=N)n(N)cnc21
 : 108	116	104	118	110	134	106	110
COc1ccc2c(c1)Nc1ccccc1S2
 : 106	113	114	102	91	115	nt	nt
Cc1ccc(-c2cn(CC(=O)Nc3ccc4c(ccn4Cc4ccccc4)c3)nn2)cc1
 : 119	118	97	104	98	112	107	110
COc1cc2oc(-c3ccc(NC(=O)c4cccc(Br)c4)cc3)cc(=O)c2c(O)c1OC
 : 85	103	99	99	106	96	88	98
COc1cc(CNS(=O)(=O)c2ccc(C)cc2)ccc1OCc1cn(-c2ccc(C#N)cc2)nn1
 : 104	109	103	110	100	94	94	90
C=C(C)[C@@H]1CC[C@@]2(C(=O)O)CC[C@]3(C)C(CCC4[C@@]5(C)CCC(OS(=O)(=O)c6ccccc6)C(C)(C)C5CC[C@]43C)C12 (stereo partly drawn)
 : 90	51	50	38	55	74	84	-15*
Nc1c(C(=O)Nc2ccc3c(c2)OCCO3)sc2ncccc12
 : 101	118	102	96	110	109	92	74

Individual results from the results shown:
Value for CCc1ccccc1-n1c(=O)c(C#N)c(-c2ccc(O)cc2)c2c(=N)n(N)cnc21 in OVCAR-5: 108
Value for Cc1ccc(-c2cn(CC(=O)Nc3ccc4c(ccn4Cc4ccccc4)c3)nn2)cc1 in OVCAR-4: 98
Value for COc1ccc2c(c1)Nc1ccccc1S2 in OVCAR-5: 106
Value for Nc1c(C(=O)Nc2ccc3c(c2)OCCO3)sc2ncccc12 in OVCAR-5: 101
Value for COc1cc2oc(-c3ccc(NC(=O)c4cccc(Br)c4)cc3)cc(=O)c2c(O)c1OC in OVCAR-5: 85
